Source: PubChem
BCR signal inh: inhibitors of chronic active B-cell receptor signaling; ABC-DLBCL IkBa-CBG/CBR reporter, luminescence ratio, 4 h; Potency, µM (doses to about 46.1 µM), without a hit: top-dose ratio change, negative = lower green/red ratio, hits mostly inhibitors; actives 0.05% (n = 340,000); AID 493014; active means well fitted inhibition curve with a large enough effect in the signal ratio, with a control signal flat, not every such curve was filed as active; inconclusive means small, poorly fitted or top-dose-only effect, or effect the other way, or a change in a side signal; the % refers to the signal ratio;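 further: potency means the concentration at half of the fitted maximal effect; plate controls were basal doxycycline-induced cells for no effect and cells given 10 µM MG132 for full effect; MG132 reads +100%, hits lower the ratio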
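Cell line TMD8 (human ABC DLBCL), stably expressing tet-inducible CBG68-IkBa fusion and CBR; IMDM/0.5% FBS; cpd up to 46 uM; dox induction, 4 h, 37C/5% CO2; dual luminescence; green/red ratio; MG132 control.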
TCR activator: activators of T cell receptors; primary human leukocytes, anti-CD3, IL-2 HTRF, 48 h; Potency, µM (titrated, usually from 9.22 µM), for inactives: at the highest dose activation of IL-2 secretion, hits mostly activators; 330,000 tested, under 10 active; AID 504894; further: % of control where 0% means no effect
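IL-2 release read by HTRF sandwich (Eu cryptate donor, d2 acceptor, 665 nm emission) after 48 hr exposure of primary human leukocytes to compound together with anti-CD3 beads in the absence of co-stimulatory signals.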
Coupling enz: coupling enzyme interference in Giardia aldolase counter-screen. coupling enzyme system counterscreen, AmpLite Red fluorescence. activity change, negative = inhibition, % at 58.2 µM, hits read low. actives 0.67% (n = 290,000); in the data active means activity change below about -30%; further: on the % scale 0 is the no-effect control and ±100 the full control effect
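Compounds tested against the coupling enzymes alone at 57.5 uM final; readout was AmpLite Red fluorescence (525/598 nm) after 20 min at RT.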
AT treatment: candidate therapy for ataxia-telangiectasia | actives 0.19% (n = 320,000) | Potency, µM (highest dose often 57.5 µM), for inactives: at the highest dose activation, usual class: activators | AID 485349 | […] A-T fibroblasts, KAP-1 phosphorylation AlphaLISA; neocarzinostatin DNA damage 30 min before lysis; further: potency means the concentration at half of the fitted maximal effect; % of control where 0% means no effect; nearly all actives have a fitted effect of over 45% in size
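ATM-like activity read as KAP-1 phosphorylation via AlphaLISA donor/acceptor antibody pairs after lysis and 6 hr at 25C. Cells were ATM-null patient fibroblasts ([…], hTERT), dosed 60 min, then exposed to the DSB inducer NCS for 30 min.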
GALK inh: blocks human galactokinase activity; P51570; Purified GALK, Kinase-Glo residual ATP luminescence; Potency, µM (series often up to 57.5 µM), for inactives: at the top dose activity change, negative = inhibition, usual class: inhibitors; actives 0.007% (n = 270,000); AID 1868; further: potency means the concentration at half of the fitted maximal effect; on the % scale 0 is the no-effect control and ±100 the full control effect
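Compounds were pin-transferred into ATP buffer (35 uM final), then GALK plus galactose (5 nM, 100 uM final) was added. After 1 h at room temperature, Kinase-Glo Plus was added and luminescence read after 10 min.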
hERG WT inh: inhibitors of human wildtype KCNH2 potassium channel. Q12809. U2OS, BacMam KCNH2, thallium flux FluxOr; hits give low values. activity change, % at 1.84 µM. actives 0.37% (n = 340,000). AID 720551;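 active means maximum activity change below -70%; inconclusive means maximum activity change between -70% and -50%; inactive means maximum activity change above -50%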; further: on the % scale 0 is the no-effect control and ±100 the full control effect
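U2OS cells transduced with wild-type KCNH2 virus are loaded with FluxOr dye for 45 min, and thallium flux is measured in kinetic reads before and after stimulation buffer. Rate constants are normalized to DMSO controls.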
Tb PFK inh: T. brucei PFK enzyme inhibition; Potency, µM (series often up to 57.5 µM), without a hit: at the highest dose activity, negative = inhibition, most hits filed as inhibitors; O15648; actives 0.17% (n = 330,000); T. brucei PFK, ADP-Glo luminescence;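 further: potency means the concentration at half of the fitted maximal effect; 0% = uninhibited 1x PFK enzyme wells and -100% = no-enzyme wells; nearly all actives have a fitted effect of over 60% in size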
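Luminescent ADP detection (ADP-Glo, two-step: ATP depletion then ADP-to-ATP conversion for luciferase) reported PFK activity after 45 min room-temperature reaction of 1.25 nM enzyme with 0.5 mM F6P and 0.1 mM ATP at pH 8.0.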
Giardia killer: kills Giardia lamblia | Giardia lamblia trophozoite viability | activity change, % at 7.66 µM, hits read low | actives 0.15% (n = 340,000); in the data active means activity change below about -80%; inconclusive means between about -30% and that limit;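 further: parasites exposed to compound for two days anaerobically before the ATP read; on the % scale 0 is the no-effect control and ±100 the full control effect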
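Viability, read as ATP luminescence: trophozoites at 100 cells/well, compound added, 48 hrs anaerobic at 37 deg C, then 15-30 min room-temperature development before reading.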
CXXC DNA block: MLL CXXC-DNA interaction inhibition; Q03164; MLL-CXXC / FITC-HOXA9 DNA fluorescence polarization; Potency, µM (doses to about 115 µM), without a hit: at the top dose activity change, negative = inhibition, usual class: inhibitors; actives 0.037% (n = 290,000); AID 2662; active means well fitted inhibition curve with a large enough effect in the polarisation, with a control signal flat, not every such curve was filed as active; inconclusive means small, poorly fitted or top-dose-only effect, or effect the other way, or a change in a side signal; inactive means no such curve, though single readings can be large or run the other way; the % refers to the polarisation; further: potency means the concentration at half of the fitted maximal effect
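Fluorescence polarization: 7 uM MLL-CXXC (stock) preincubated 5 min with compounds, then 50 nM fluorescein-HOX-A9 DNA (stock) added; 30 min ambient. Buffer 50 mM Tris-HCl pH 7.5, 50 mM NaCl, 1 mM DTT, 0.05% BSA.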
TSHR antagonist: blocks TSH signaling through the human TSH receptor. P16473. TSHR-expressing cells, TSH-stimulated cAMP HTRF, 2 h; hits give low values. activity change, negative = inhibition, % at 11.5 µM. actives 0.2% (n = 330,000);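 active means activity change below a set negative limit, meaning inhibition stronger than a set level, cut at about -70% in these data; inconclusive means activity change between two set negative limits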; further: on the % scale 0 is the no-effect control and ±100 the full control effect
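Read-out is FRET at 665 nm (cryptate excitation 337 nm) from a cryptate-tagged anti-cAMP antibody, competed by cell cAMP against cAMP-d2. Compounds are tested on freshly harvested TSHR cells challenged with 4nM TSH (EC80) for 2 hours at 37 deg C.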
* marks the source's active call; other numbers are inactive results; ? = inconclusive; nt = not tested or not shown; [ ] = another dose, or the depositor's remark. Unless noted, the call rests on the fitted dose curve; in most records, active means well fitted curve in the direction sought with a large enough effect; inconclusive means small, poorly fitted or top-dose-only effect, or another doubt; inactive means no such curve, though single readings can be large; an effect the other way counts as inactive or inconclusive. This is a random part of the collection, and some 1.6% of all compounds hit somewhere here.

mol,TSHR antagonist,hERG WT inh,CXXC DNA block,BCR signal inh,Tb PFK inh,TCR activator,Giardia killer,GALK inh,Coupling enz,AT treatment
O=C(CNC(=O)c1ccccc1F)NCCN1C(=O)S/C(=C\c2ccccc2Cl)C1=O,-3.7,7.4,-0.2%,?,-0.8%,-4.3%,4.3,-6.5%,nt,1.3%
COc1cccc(/C=C2/SC(=S)N(CCC(=O)N3CCOCC3)C2=O)c1,0.8,0.2,12.1%,-15.7%,4.4%,0.3%,7.7,-1.1%,-2.8,-3.6%
COc1cc(OC)c(OC)cc1CN1CCN(c2ccccc2OC)CC1,7.6,-3.4,3.1%,-3.7%,16.5%,nt,-19.8,1.8%,-2.5,-5.9%
CCn1ccc(C(=O)Oc2ccc(Cl)cc2)n1,-1.7,-7.3,57.2%[activator],11.7%,0.1%,4.2%,-3.2,-3.2%,-1.4,13.8%
O=C(COc1ccc(Br)cc1CNCCCN1CCOCC1)Nc1ccccc1,-4.0,17.8,-2.7%,-11.1%,2.1%,-3.0%[46.1 µM],32.1[activator],1.6%,3.8,13.6%
CC(=O)NC(Cc1ccc(C)cc1)C(=O)NC1CCN(C(=O)c2cnccn2)CC1 (stereo not drawn),2.9,11.6,9.9%,-0.3%,0.0%,0.2%,-2.6,-0.1%,1.5,2.0%
CCN(CC)N=Nc1ccc(S(N)(=O)=O)cc1,1.8,2.0,6.5%,-0.1%,1.3%,3.7%,0.5,2.2%,1.7,-2.8%
O=S(=O)(c1ccc(Cl)cc1)N1CN(CC2CCCO2)c2nc3ccccc3nc21 (stereo not drawn),-7.9,6.3,-0.7%,22.7%,1.0%,5.2%,-3.7,-0.2%,-0.5,-2.2%
COc1ccc(CCC(=O)OCC(=O)NCc2ccc3c(c2)OCO3)cc1,-7.3,-0.6,nt,2.0%,-3.8%,4.1%,7.7,nt,nt,1.9%
COCCCN(C(=O)CCSc1ccc(F)cc1)c1c(N)n(Cc2ccccc2)c(=O)[nH]c1=O,4.8,-1.4,nt,-11.6%,0.2%,1.7%,-8.6,nt,nt,0.0%
CCOc1ccccc1N1C(=O)CC(N(O)c2ccccc2)C1=O (stereo not drawn),0.2,-1.4,-14.0%,?,-4.8%,8.3%,?,0.5%,-0.1,-0.7%
O=C(NCCC(=O)N1CCCCCCC1)c1ccc(Br)cc1,4.0,-1.5,nt,1.4%,-1.8%,-4.1%,10.2,nt,nt,7.8%
Cc1ccc(-c2nnc(-c3cccc(Br)c3)o2)cc1,nt,-2.5,3.2%,?,-3.3%,-4.7%,-7.8,0.3%,2.3,0.9%
COc1ccc(C(C)C)cc1S(=O)(=O)n1ccnc1C,3.0,-17.1,-1.1%,-2.3%,2.3%,-2.4%[46.1 µM],54.5[activator],3.9%,-2.6,4.6%
Cc1cc(OC(C)C(=O)NCc2ccccn2)c2c(C)c(C)c(=O)oc2c1 (stereo not drawn),-4.2,4.1,9.4%,-1.8%,0.2%,1.0%,4.5,5.8%,nt,13.6%
O=[N+]([O-])CC1(n2nc3ccccc3n2)CCCCC1,-5.8,-12.4,nt,1.7%,0.0%,2.9%,6.2,nt,nt,3.7%
CCCCNC(=S)Nc1ccc(Oc2ccccc2)cc1,-1.2,1.0,?,0.2%,-6.8%,8.2%,5.5,-0.4%,5.5,-4.5%
COc1ccc(-c2cc(CCCC(=O)NCCc3ccc(OC)cc3OC)no2)cc1,9.7,1.3,9.0%,11.6%,12.7%,nt,2.1,-3.8%,0.1,0.6%
COCCn1c(-c2cccs2)nc2c(c(=O)c3ccccc3n2C)c1=O,1.6,nt,0.5%,9.0%,0.1%,nt,nt,0.4%,2.1,5.8%
CCOC(=O)/C(C(=O)Nc1ccc(Cl)cc1Cl)=C1/NC(C)(C)Cc2ccccc21,6.2,nt,4.5%,0.1%,-0.8%,0.4%[46.1 µM],nt,1.9%,-0.1,3.4%
O=C(O)CCCn1cc(NC(=O)c2ccc(F)cc2)cn1,2.0,7.3,6.1%,-7.0%,-0.7%,-1.2%,13.8,0.0%,-0.6,-2.6%
Fc1ccc2[nH]c3c(N4CCN(C5CCCCC5)CC4)ncnc3c2c1,-10.2,nt,0.1%,-0.2%,-1.1%,nt,nt,4.0%,1.9,6.9%
Cc1ccc2nc(SCC(=O)Nc3cccc(S(=O)(=O)NC4=NCCCCC4)c3)[nH]c2c1,-1.0,-18.2,-4.7%,?,1.6%,-4.1%,13.7,2.1%,2.7,-12.2%
CCOC(=O)C1CCN(c2cc3c(cc2NC(=O)c2ccccc2F)n(C)c(=O)n3C)CC1,-1.2,-1.6,?,-11.4%,-11.1%,-0.6%,-17.3,5.2%,nt,0.8%
COc1ccc(CNC(=O)CCCC(=O)n2nc(C)c3ccccc32)cc1,32.0,4.7,9.4%,-6.5%,2.2%,2.3%,9.2,7.6%,-0.8,7.6%
C/C(=C\c1ccccc1)C(=O)c1c(C)cc(C)[nH]c1=O,-8.4,-5.2,3.0%,?,-1.2%,-8.2%,-14.6,-0.7%,-0.5,3.1%
CC(Nc1cc(N2CCN(S(C)(=O)=O)CC2)ccc1[N+](=O)[O-])c1ccccc1 (stereo not drawn),-4.3,2.2,?,-0.7%,3.4%,-1.1%[46.1 µM],13.2,0.7%,-19.0,3.4%
Nn1c(SCC(=O)NC2CCCCCC2)nnc1C(F)(F)F,1.5,2.1,nt,0.4%,1.3%,3.3%[46.1 µM],10.0,nt,nt,10.0%
CCOCc1nnc(NC(=O)CS(=O)(=O)c2ccc(C)cc2)s1,-17.0,9.3,5.3%,4.2%,0.4%,9.9%,-25.6,-2.0%,-0.9,2.1%
ClCc1cc2ccccc2nc1Cl,3.5,-13.3,215.2%[activator],2.1%,2.1%,-3.0%,-16.1,11.8%,2.1,-3.8%
CCCOc1ccc(C(=O)N2CC3(CC(c4cccc(NC(=O)[C@@H]5CCC(=O)N5)c4)=NO3)C[C@H]2C(=O)NC2(C(N)=O)CC2)cc1 (stereo partly drawn),-3.5,-7.5,0.0%,-17.1%,-12.6%,4.5%,19.9,0.9%,-1.8,5.3%
CCC(=O)c1c[nH]c(C(=O)NCc2ccco2)c1,-5.1,-11.5,1.3%,0.5%,-4.6%,-5.7%,-1.6,-2.3%,0.4,-5.0%
CCCN(C(=O)Cc1csc(-c2ccccc2)n1)C1CCS(=O)(=O)C1 (stereo not drawn),-3.7,-0.1,nt,?,-2.9%,5.5%,-5.4,nt,nt,-1.2%
Cc1ccnc(NS(=O)(=O)c2cc(C(F)(F)F)ccc2Cl)c1,31.7,nt,-2.0%,-15.7%,-0.1%,nt,nt,nt,-3.2,4.9%
Cc1ccc(S(=O)(=O)N(C)c2ccc(C(=O)Nc3c(C)n(C)n(-c4ccccc4)c3=O)cc2)cc1,1.7,9.3,0.9%,-0.8%,-1.4%,8.1%,13.3,2.9%,0.0,-1.6%[11.5 µM]
CC(C)CC(=O)N1CCN(S(=O)(=O)c2ccccc2)CC1,7.7,-3.5,?,7.3%,-3.6%,-1.5%,0.1,-1.9%,4.5,-0.2%
Nc1nonc1-n1nncc1-c1ccccc1,2.4,2.3,4.8%,-2.2%,6.7%,0.8%,-4.3,-1.1%,-0.8,3.4%
COc1ccc(C2/C(=C(\O)c3ccc4c(c3)OCCO4)C(=O)C(=O)N2CCCN(C)C)c(OC)c1 (stereo not drawn),24.9,5.8,-4.2%,2.4%,-1.0%,-2.7%,-0.3,1.8%,1.4,3.3%
CC1CCN(C(=O)C2CCCN2S(=O)(=O)c2ccc(Cl)cc2)CC1 (stereo not drawn),5.0,-5.4,46.5%[activator],5.6%,1.2%,-6.4%,6.3,-10.4%,nt,-8.2%
Cc1ccc(NC(=O)c2oc3ccccc3c2NC(=O)c2ccc3c(c2)OCO3)cc1,7.0,-19.2,15.2%,1.2%,-0.3%,11.3%,4.8,1.2%,-0.2,-9.8%
Cc1nccc2[nH]c(=O)c(C(=O)NC(C)CCc3ccccc3)cc12 (stereo not drawn),-8.4,nt,6.1%,-26.2%,-0.8%,nt,nt,3.5%,-0.6,-4.7%
C/C(=N\NC(=O)c1c(Cl)c(C)nn1C)c1ccc(NC(=O)COc2ccc(Cl)cc2C)cc1,-5.3,6.3,-6.0%,-2.7%,-0.2%,5.3%,-1.1,nt,5.0,2.8%
CN1C(=O)N(CC(=O)N2CCN(S(=O)(=O)/C=C/c3ccccc3)CC2)C(=O)C12CCCCC2,3.6,10.6,nt,3.7%,-8.1%,nt,-4.2,nt,nt,4.0%
Cc1cc(C(=O)N2CCCCCC2)cs1,-13.2,-6.9,-0.3%,?,-3.6%,-8.1%,4.2,-2.0%,-0.2,2.2%
